Thrombin inh: thrombin (human) inhibition; P00734; alpha-thrombin, Boc-VPR-AMC fluorogenic substrate cleavage; inhibition, % at 5 µM; 220,000 compounds, 0.26% hits; AID 1046;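 active means inhibition at or above 40%; inactive means inhibition below 40%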;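 further: 0% = enzyme with no compound and 100% = wells without enzyme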
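Material: human alpha-thrombin protein. Incubation: reaction at ambient temperature. Technique: fluorescence of released AMC, ex 355 nm, em 460 nm. Control set: no-compound enzyme wells and no-enzyme blanks. Also added: Boc-VPR-AMC substrate, 15 µM final. Buffer or medium: pH 7.5 Tris (50 mM) with NaCl 150 mM, Tween 20 0.05%.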
TNF necrop inh: inhibitors of TNF-alpha induced necroptosis in Jurkat FADD-/- cells; Jurkat FADD-/- TNF necroptosis rescue, ATP luminescence, 24 h; 0 = TNF only, 100 = no-TNF cells; activation (protection from cell death), % at 10 µM; 220,000 compounds, 0.068% hits;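 active means activation, meaning protection from cell death, of at least 50% relative to plate controls; inactive means activation below 50%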;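 further: necroptosis triggered by 40 ng/mL TNF-alpha added together with compound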
hK5 inh: kallikrein 5 (human) inhibition | AID 873 | inhibition, % at 5 µM | Q9Y337 | recombinant hK5, fluorogenic AMC substrate cleavage | 210,000 compounds, 0.59% hits;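 active means inhibition of 40% or more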;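 further: 0% = enzyme controls without compound and 100% = no-enzyme blanks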
Target sequence (Q9Y337 67-293 limits assumed): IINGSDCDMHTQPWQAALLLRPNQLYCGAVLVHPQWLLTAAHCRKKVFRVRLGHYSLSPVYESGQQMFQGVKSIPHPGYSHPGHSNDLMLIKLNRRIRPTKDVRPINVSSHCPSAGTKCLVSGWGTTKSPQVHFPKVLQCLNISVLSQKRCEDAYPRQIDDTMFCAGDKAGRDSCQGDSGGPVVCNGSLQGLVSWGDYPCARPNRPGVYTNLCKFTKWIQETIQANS
FXIIa inh: blocks human coagulation factor XIIa protease activity; inhibition, % at 5 µM; 220,000 compounds, 0.3% hits; AID 800; purified FXIIa, Boc-QGR-AMC fluorogenic substrate, 2 h; in the data active means inhibition above about 40%;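 further: 0% = enzyme with no compound and 100% = blank without enzyme; many of its hits are not listed in these tables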
KCC2 mod: KCC2 (human) Cl- transport modulation; Q9H2X9; KCC2 cells, thallium flux FluoZin-2 fluorescence; B-score of Tl+ flux slope (higher = more flux/activation; lower = inhibition) at 10 µM; 190,000 compounds, 2.2% hits; AID 1456;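 active means thallium flux slope and its plate-corrected score both differing from the plate sample mean at a set confidence after two filtering rounds, in either direction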;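 further: slope of fluorescence scaled to starting intensity during 10 to 20 s after thallium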
FXIa inh: factor XIa (human) inhibition; purified FXIa, Boc-Glu-Ala-Arg-AMC fluorogenic substrate; inhibition, % at 5 µM; 220,000 compounds, 0.14% hits;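 active means inhibition of at least 40%; inactive means inhibition below 40%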;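 further: fluorescence of freed AMC excited at 355 nm; 0% = enzyme without compound and 100% = no enzyme blank; many of its hits are not listed in these tables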
Target sequence (P03951 19-387 limits assumed): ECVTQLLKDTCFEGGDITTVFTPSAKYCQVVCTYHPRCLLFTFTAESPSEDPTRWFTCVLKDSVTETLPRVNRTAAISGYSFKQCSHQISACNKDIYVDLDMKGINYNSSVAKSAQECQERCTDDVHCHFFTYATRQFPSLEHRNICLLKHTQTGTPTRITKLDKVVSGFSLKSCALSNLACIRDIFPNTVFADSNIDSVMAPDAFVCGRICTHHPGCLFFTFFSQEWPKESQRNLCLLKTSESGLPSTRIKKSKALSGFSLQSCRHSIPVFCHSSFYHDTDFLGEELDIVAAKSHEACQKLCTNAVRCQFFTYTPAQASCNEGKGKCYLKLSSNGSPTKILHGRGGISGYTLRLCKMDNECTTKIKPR
Target sequence (P03951 388-625 limits assumed): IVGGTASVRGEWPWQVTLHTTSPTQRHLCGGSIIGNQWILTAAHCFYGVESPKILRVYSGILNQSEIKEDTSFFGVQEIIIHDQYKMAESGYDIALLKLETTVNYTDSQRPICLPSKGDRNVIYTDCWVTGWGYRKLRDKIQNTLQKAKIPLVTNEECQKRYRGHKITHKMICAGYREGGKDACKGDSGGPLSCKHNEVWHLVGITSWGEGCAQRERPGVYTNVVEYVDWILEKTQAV
Hck Nef HTS: blocks Nef-activated human Hck kinase; inhibition, % at 20 µM; AID 463187; 220,000 compounds, 0.68% hits; P08631; Recombinant Hck-YEEI plus Nef, Z-Lyte FRET kinase assay;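 active means Hck-Nef kinase inhibition above about 50%, limit read from the data; inactive means inhibition below that limit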;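 further: 0% = DMSO with Hck plus Nef and 100% = Hck alone without Nef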
zVAD death inh: blocks zVAD induced death of L929 cells; L929 zVAD necroptosis rescue, ATP luminescence, 24 h; with zVAD 60 µM; viability rescue, % at 10 µM; AID 1377; 220,000 compounds, 0.38% hits;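 active means activation, scaled between plate controls, above about 75%, limit read from the data; inactive means activation under that limit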;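 further: 0% = zVAD with DMSO and 100% = DMSO alone without zVAD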
Rad51 HR inh: Rad51 (human) homologous recombination inhibition. inhibition, % at 10 µM. hRad51 DNA strand exchange, fluorescence dequenching. AID 1385. Q06609. 200,000 compounds, 0.085% hits;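 active means inhibition above 40% at the single screening dose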;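 further: 0% = DMSO control wells and 100% = blanks with heterologous ssDNA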
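Material: hRad51 filaments on single-stranded DNA; Reagent: Donor/quencher-labelled 47-bp dsDNA substrate; Compound: 10 µM final, single point; Schedule: 37 °C 15-min filament assembly, 30-min compound preincubation, 15-min exchange; Technique: FRET fluorescence, excitation 485 nm, emission 520 nm; Benchmarks: control wells and blank wells on each plate.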
* hit, by the source's call; / = not tested or not shown.

SMILES	Thrombin inh	TNF necrop inh	hK5 inh	FXIIa inh	KCC2 mod	FXIa inh	Hck Nef HTS	zVAD death inh	Rad51 HR inh
O=c1ccc(=O)n(-c2ccccc2)[nH]1	-9	1.3	-3	11	0.78	0	8	0.1	/
O=C(CN(C(=O)CNC(=O)c1ccco1)c1ccc(Cl)c(Cl)c1)NC1CCCCC1	3	-4.6	-5	17	-0.075	1	3	-0.1	-3
O=c1cc(-c2ccccc2Cl)oc2c(NS(=O)(=O)c3cccs3)ccc(O)c12	0	0.2	2	6	-0.22	1	29	1.1	-2
Cc1cccn2cc(-c3c[nH]c4ccccc34)nc12	39	-2.6	19	/	-0.09	34	-8	-0.5	0
COc1ccc(CCCc2nnc(SCc3nc4ccccc4c(=O)[nH]3)n2C)cc1	0	1.7	1	-2	0.56	0	1	0.2	0
O=c1c2c(nc3cc(-c4cccc(Cl)c4)[nH]n13)CCCC2	-4	-0.9	2	10	0.031	-2	19	16	5
COc1ccc(N2CCN(CC(O)c3c[nH]c4ccc(OC)cc34)CC2C)cc1 (stereo not drawn)	-4	-0.6	4	3	/	-22	1	0.1	2
Cc1ccc(NC(=S)NC(=O)c2ccc(F)cc2)cc1S(=O)(=O)Nc1ccccc1Cl	-7	0.9	-11	-3	0.23	-5	0	0.1	15
COc1ccc(S(C)(=O)=O)cc1S(C)(=O)=O	5	-0.8	-7	16	-0.36	6	-2	0.4	3
O=C(NNC(=O)c1ccccc1-c1ccccc1C(=O)O)c1cccc([N+](=O)[O-])c1	-2	0.7	-10	2	1	4	5	-0.2	7
CCN(CC)c1ncnc2sc(C(=O)N3CCN(c4ccc(OC)cc4)CC3)c(C)c12	-5	0.2	5	-5	0.75	-10	1	2.0	-7
Cn1ncc(Cl)c1C(=O)NC(=S)Nc1sc2c(c1C#N)CCCCC2	-5	-3.3	-16	-4	1.3	-8	1	0.3	7
CSc1nnc(-c2sc3cc(C(F)(F)F)cnc3c2-c2cccnc2)n1C	1	0.3	-6	21	-0.56	13	-22	-0.2	7
COc1ccc(CC(=O)N2CCN(C(=O)Cc3ccc(OC)cc3)CC2)cc1	-6	-1.7	-5	10	1.2	-4	-1	-0.1	/
CCOC(=O)C(C)Oc1c(Br)cc(C2NC(=O)NC(C)=C2C(C)=O)cc1OCC (stereo not drawn)	-5	0.7	-1	-1	/	-9	0	-0.1	2
CCOC(=O)C1=C(C)NC(=O)NC1c1cc(Br)c(O)c(OC)c1 (stereo not drawn)	1	-2.0	5	12	0.57	4	0	-0.4	7
CCc1cc(/C(Cc2cscn2)=N\O)c(O)cc1O	6	1.9	-4	16	0.056	-2	11	1.2	6
Clc1ccccc1CSc1nnc(-c2cccnc2)n1Cc1ccco1	5	-0.9	7	19	/	-16	0	0.0	-2
O=C(Oc1ccc(Cl)cc1)N1CCCCC1	5	10	1	14	0.52	4	0	-0.1	8
CCOC(=O)CNC(=S)N(CCCN1CCCCC1)Cc1cccs1	0	1.1	/	6	0.69	0	-10	-0.8	-6
C=CCn1c(SCC(=O)c2c(N)n(C)c(=O)n(C)c2=O)nc2sc(C)c(C)c2c1=O	-2	-0.8	12	9	/	0	1	1.1	0
O=C(N/N=C/c1c[nH]c2ccccc12)C1CC(=O)N(c2ccccc2)C1 (stereo not drawn)	-3	-3.1	-3	4	0.15	-3	12	1.2	16
COc1cc(OC)c(C(=O)Nc2ccccc2-c2ccccc2)cc1OC	-12	0.9	-3	1	-0.34	-5	-1	1.4	1
CCOC(=O)c1cc(-c2ccccc2)sc1NC(=S)Nc1cc(C)ccn1	3	0.0	6	10	/	-3	-1	0.0	/
Cc1ccccc1C(=O)Nc1nnc(-c2ccncc2)o1	-4	0.6	2	9	-0.008	-1	-31	1.9	3
CCC1(c2ccccc2)NC(=S)N(c2ccc(C)c(C)c2)N1 (stereo not drawn)	2	-0.9	-15	-2	42*	-3	-1	-0.5	13
CCCOc1ccc(/C=C/C(=O)Nc2ccc([N+](=O)[O-])cc2C)cc1OC	4	-1.1	-4	13	0.6	9	1	1.0	-10
COc1cccc(CN2CCN(Cc3ccc(OC)c(OC)c3)CC2CCO)c1 (stereo not drawn)	-1	1.0	/	6	0.87	0	8	0.5	/
COc1cccc(C(=O)OCC(=O)Nc2cc(C)c(C)cc2[N+](=O)[O-])c1	6	1.2	-15	20	0.24	20	1	0.0	-4
N#Cc1c(C(F)(F)F)cc(-c2ccccc2)nc1SCCN1CCOCC1	-7	-4.4	-3	-15	0.088	-6	0	0.0	-4
CC(C)(C)c1cc[n+](/C(C(=S)Nc2ccccc2F)=C(/[O-])c2ccc3c(c2)OCCO3)cc1	2	-1.1	15	12	/	17	31	-1.1	-6
COc1ccc(C(=S)Nc2ccccc2)cc1	3	-4.1	-3	33	/	11	2	0.1	/
CC(C)C(C)(C#N)NC(=O)CSc1nc(C2CCCCC2)n(-c2ccccc2)n1 (stereo not drawn)	-7	1.8	-16	14	-0.077	6	4	0.3	5
C=CCc1ccccc1OCC(O)Cn1ccnc1C (stereo not drawn)	2	-2.0	4	9	-0.087	1	0	-0.4	6
COc1ccc(OC)c(C2N(c3cc(C)on3)C(=O)C3CCCN32)c1 (stereo not drawn)	2	-1.1	-21	14	/	1	-2	0.8	5
Cc1cc2c(C)nc(-c3ccccc3)nc2o1	-5	5.0	-2	-2	1.3	-7	8	-0.3	4
CCN(CC)CCNCC(O)(c1ccc(Cl)cc1)c1ccc(Cl)cc1	-4	0.3	-7	1	/	-6	20	0.4	0
C=CCn1cccc(C(=O)Nc2cc(OC)ccc2OC)c1=O	-6	1.2	-2	13	0.05	0	22	1.3	3
CCN(CCCNC(=O)CN1C(=O)COc2ccccc21)c1ccccc1	-7	-0.9	11	0	-1.1	-7	-2	1.2	-3
Cc1cc(C)nc(N(C#N)Cc2cccc3ccccc23)n1	3	-0.5	-12	14	-0.87	4	1	0.3	1
COc1ccc(C(=O)OCC(=O)Nc2ccc(F)c(F)c2)cc1OC	-5	-0.4	-13	-1	-0.68	4	2	0.1	0
COc1cccc(/C=C/C(=O)Nc2ccccc2N2CCOCC2)c1	-4	0.7	-25	-6	-2.4	-10	-6	0.6	-8
CCOc1ccc(NC(=O)CN2CCN(CC(=O)Nc3ccc4c(c3)OCO4)CC2)cc1	0	1.3	-7	10	1.2	0	1	0.2	25
O=C1N(Cc2cccc(Cl)c2)C[C@@H]2C[C@@H](c3cccn3-c3cccnc3)N3CCC[C@@]123	/	-2.6	2	8	0.13	2	41	-0.7	-4
N#Cc1nc(-c2ccco2)oc1N1CCN(c2cccc(Cl)c2)CC1	0	-0.2	-21	23	-0.03	12	-1	0.5	4
Cc1ccc(S(=O)(=O)N2CCC(C(=O)NNC(=O)c3ccc(F)cc3)CC2)cc1	-1	-0.6	-2	9	-0.66	5	23	2.6	10
CN(C)C=Nc1nonc1N	-8	-0.2	-9	-17	1.1	-2	-1	0.3	-3
NC(=O)COC(=O)/C=C/c1cccc(Br)c1	-4	1.0	-5	4	-7.7*	-3	-2	0.2	8
CCN(CC)S(=O)(=O)c1ccc(-c2nnc(SCC(C)=O)o2)cc1	5	1.3	2	19	/	-5	1	0.2	0
O=C(Cn1cccc1C(=O)c1ccccc1)NCc1ccco1	3	0.0	-3	14	/	2	1	1.9	-5
CC1=NN(c2ccccc2)C(=O)/C1=C/c1cccs1	-2	-0.4	-12	26	-1.4	8	11	0.8	8
CCOC(=O)C1=C(C)NC(=O)NC1c1cc(C)sc1C (stereo not drawn)	5	3.5	-8	19	/	0	2	0.1	-4
CC(C)Cn1c(-c2csc3ccccc23)n[nH]c1=S	-2	-2.5	-5	20	4.9*	2	1	0.5	/
COc1c2ccccc2c(OC)c2ccccc12	-7	0.0	3	9	-0.83	3	43	0.9	6
O=C(CN1C(=O)CCC1=O)c1ccc(-c2ccccc2)cc1	-3	2.0	-7	3	-3.6	3	6	1.0	3
CCN1C(=O)C(CC(=O)NCc2ccc(Cl)cc2)N(CC)C1=O (stereo not drawn)	1	1.3	3	2	-0.02	1	4	0.6	0
Cc1ccccc1OCCOc1cccc(/C=N/NC(=O)Cc2nnc(N)s2)c1	2	-5.1	-11	17	0.6	5	1	-0.2	6
Cc1ccc(NC(=S)c2nc3ccccc3s2)cc1	4	-3.3	-20	18	3.4	4	0	-0.1	12
O=C1c2sc3nc4c(c(=O)n3c2C(=O)N1c1ccccc1)CCC4	-3	-3.3	-7	10	-0.46	4	2	-0.1	4
CCN1CCN(C(=O)CCN2C(=O)c3ccccc3C2=O)CC1	2	-0.7	4	13	0.32	2	3	2.9	-1

The listing continues.
SMILES	Thrombin inh	TNF necrop inh	hK5 inh	FXIIa inh	KCC2 mod	FXIa inh	Hck Nef HTS	zVAD death inh	Rad51 HR inh
CC(C)C(OC(=O)c1ccco1)C(=O)NCc1ccccc1 (stereo not drawn)	5	-1.2	-7	11	-0.22	5	1	-0.5	1
O=C(O)c1ccc(CN2CCCCC2)o1	-2	1.3	-19	7	-0.23	-2	-8	1.4	3
NCCCC[C@H]1CNC(=S)N1CC1CCCCC1	-3	0.1	3	8	0.25	2	-14	0.8	-6
CC(C)C1C(c2ccccc2)NC(c2ccccc2)CC1(O)c1ccc(F)cc1 (stereo not drawn)	-8	2.5	2	5	-0.044	4	9	0.7	/
CCN(CC)S(=O)(=O)c1ccc2oc(C(=O)N3CCOCC3)c(C)c2c1	-8	1.1	-2	0	-0.18	-5	-1	-0.3	2
CCN(CC)C(=O)COc1ccc2oc(-c3ccco3)cc(=O)c2c1	-6	1.6	/	10	-1	-3	14	0.3	/
CCn1ncc([N+](=O)[O-])c1C(=O)NC1CCCCC1	-9	0.0	-3	6	0.76	-5	17	13	6
O=c1c2ccc([N+](=O)[O-])cc2ncn1CCOc1cccc(Br)c1	3	-0.4	0	8	0.65	-1	1	6.4	-1
COc1cccc(CNC(=O)N[C@@H](C)C(=O)O)c1	-3	1.7	0	7	-0.64	-1	19	-0.4	-5
CCCNc1[nH]c(=O)n(C)c(=O)c1N=O	1	-2.8	-15	12	0.3	-2	-1	-0.2	-5
Cc1cccc(N2C(=O)CC(NNc3nc4ccccc4s3)C2=O)c1 (stereo not drawn)	-1	2.0	-5	6	-1.5	6	0	1.1	8

Record cards, from the list above. Order of values: Thrombin inh, TNF necrop inh, hK5 inh, FXIIa inh, KCC2 mod, FXIa inh, Hck Nef HTS, zVAD death inh, Rad51 HR inh
CC(C)C1C(c2ccccc2)NC(c2ccccc2)CC1(O)c1ccc(F)cc1 (stereo not drawn) across the screens: -8, 2.5, 2, 5, -0.044, 4, 9, 0.7, /
NCCCC[C@H]1CNC(=S)N1CC1CCCCC1 across the screens: -3, 0.1, 3, 8, 0.25, 2, -14, 0.8, -6
COc1cccc(CNC(=O)N[C@@H](C)C(=O)O)c1 across the screens: -3, 1.7, 0, 7, -0.64, -1, 19, -0.4, -5
O=c1c2ccc([N+](=O)[O-])cc2ncn1CCOc1cccc(Br)c1 across the screens: 3, -0.4, 0, 8, 0.65, -1, 1, 6.4, -1

Only part of the results is shown (hit frequency here may not be typical).
